Screening results (PubChem BioAssay)
M4 antag: CHRM4 antagonism in calcium assay. CHO-hM4 cells, ACh EC80, Fluo-8 calcium fluorescence. inhibition, % at 3 µM. 360,000 compounds, 0.73% hits. AID 624125;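 active = inhibition above its plate's cutoff, the mean inhibition of sample wells plus 3 SD, cut at about 27% in these data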;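 note: 0% = acetylcholine EC80 with DMSO and 100% = DMSO without agonist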
Target sequence (P08173 whole entry, looked up): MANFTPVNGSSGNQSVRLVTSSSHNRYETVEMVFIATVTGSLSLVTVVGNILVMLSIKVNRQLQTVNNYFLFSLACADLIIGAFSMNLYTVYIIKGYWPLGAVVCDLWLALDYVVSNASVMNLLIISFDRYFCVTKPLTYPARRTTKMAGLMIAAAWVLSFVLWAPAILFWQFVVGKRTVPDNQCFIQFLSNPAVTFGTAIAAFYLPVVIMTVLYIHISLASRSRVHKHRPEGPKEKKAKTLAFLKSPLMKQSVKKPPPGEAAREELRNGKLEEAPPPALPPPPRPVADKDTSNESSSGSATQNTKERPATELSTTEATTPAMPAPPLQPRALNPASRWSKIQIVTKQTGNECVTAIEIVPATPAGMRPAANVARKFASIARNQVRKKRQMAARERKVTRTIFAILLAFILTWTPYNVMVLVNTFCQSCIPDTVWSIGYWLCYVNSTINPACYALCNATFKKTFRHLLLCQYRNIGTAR
CHRM5 agonist: CHRM5 agonism in calcium assay | 360,000 compounds, 0.19% hits | P08912 | activation, % at 3 µM | CHO-K1 hM5 cells, Fluo-8 calcium fluorescence; 0% DMSO wells, 100% maximal acetylcholine response;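 active = activation above the run's mean over test compounds plus 3 SD, cut at about 23% in these data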;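 note: signal is peak over basal fluorescence ratio across the kinetic read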
Target sequence (P08912 whole entry, looked up): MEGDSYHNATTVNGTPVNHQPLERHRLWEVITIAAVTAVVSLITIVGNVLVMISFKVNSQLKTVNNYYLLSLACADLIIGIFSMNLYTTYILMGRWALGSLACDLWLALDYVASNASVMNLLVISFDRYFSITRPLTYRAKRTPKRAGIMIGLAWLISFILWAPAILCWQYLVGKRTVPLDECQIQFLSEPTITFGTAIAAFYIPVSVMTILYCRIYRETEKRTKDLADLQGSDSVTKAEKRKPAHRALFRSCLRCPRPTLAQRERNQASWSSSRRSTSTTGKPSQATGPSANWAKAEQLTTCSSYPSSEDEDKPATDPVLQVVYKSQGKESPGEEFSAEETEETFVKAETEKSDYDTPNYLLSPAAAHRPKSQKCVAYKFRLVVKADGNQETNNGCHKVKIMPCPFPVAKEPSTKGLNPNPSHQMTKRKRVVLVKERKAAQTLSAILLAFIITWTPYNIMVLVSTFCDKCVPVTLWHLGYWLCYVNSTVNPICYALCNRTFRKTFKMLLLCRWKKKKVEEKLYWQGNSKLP
M4 ag: CHRM4 agonism in calcium assay | 360,000 compounds, 0.14% hits | CHO-K1 hM4/Gqi5, Fluo-8 calcium fluorescence; vehicle 0%, full acetylcholine response 100% | P08173 | activation, % at 3 µM;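 active = activation above the run mean over all test wells plus 3 SD, cut at about 32% in these data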;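 note: peak over basal fluorescence ratio per well then scaled between controls; 0% = DMSO wells and 100% = acetylcholine at EC100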
CRFBP-R2 block: antagonists of CRF-binding protein/CRF-R2 receptor complex. HEK293 CRF-R2/CRF-BP, CRF-induced calcium fluorescence. inhibition, % at 11.8 µM. 350,000 compounds, 0.59% hits. AID 588475;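 active = inhibition of the ligand-induced calcium signal above about 50% at the single tested concentration, limit read from the data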
M4 PAM: CHRM4 positive allosteric modulation | P08173 | CHO-K1 hM4/Gqi5, Fluo-8 calcium fluorescence, ACh EC20; 0% = ACh EC20, 100% = maximal ACh | activation, % at 3 µM | 360,000 compounds, 0.4% hits;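 active = activation above its plate's cutoff, the mean activation of sample wells plus 3 SD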; note: some results filed as inactive read as strong as hits
CHRM1 PAM: potentiates human M1 receptor response to acetylcholine; CHO-K1 hM1, Fluo-8 calcium fluorescence, ACh EC20; 0% = ACh EC20, 100% = maximal ACh; activation, % at 3 µM; 360,000 compounds, 0.088% hits; AID 588819; in the data active = activation above about 19%, passing the limit was not always enough
CHRM5 PAM: CHRM5 positive allosteric modulation; 360,000 compounds, 0.3% hits; CHO-K1 hM5, Fluo-8 calcium, ACh EC20 PAM; 0% = ACh EC20, 100% = ACh EC100; activation, % at 3 µM; P08912; AID 624038;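 active = activation above the run cutoff, the mean activation of all test compounds plus 3 SD, cut at about 18% in these data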
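Measured by: Fluo-8 calcium fluorescence; material: human M5 receptor in CHO-K1 cells; schedule: Post-acetylcholine fluorescence recording 140 s; benchmarks: low control EC20 acetylcholine (0%), high control EC100 acetylcholine (100%); read-out: Max/basal fluorescence ratio as % of EC20–EC100 ACh window; compound: single dose, 3 µM nominal final test concentration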
CRFR2-BP ag: agonists of human CRF-binding protein/CRF-R2 receptor complex | AID 588473 | HEK293 CRF-R2/CRF-BP, calcium dye fluorescence (FLIPR); percent of saturating CRF peptide response | 350,000 compounds, 0.46% hits | activation, % at 13.2 µM;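 active = activation of at least 50%, plus an integration ratio under a set limit after plate pattern correction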;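 note: plate controls were neutral control wells without compound for no effect and CRF at EC100 for full effect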
CHRM5 antagonist: blocks acetylcholine activation of human M5 receptor. P08912. CHO-hM5 cells, Fluo-8 calcium fluorescence, ACh EC80. inhibition, % at 3 µM. 360,000 compounds, 0.59% hits. AID 624040;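 active = inhibition above a per-plate cutoff, the mean of that plate's test compounds plus 3 SD, cut at about 27% in these data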;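 note: 0% = acetylcholine EC80 with DMSO and 100% = DMSO without agonist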
The depositor's hits bear a star; . = not tested or not shown. Rows are unselected, and some 2.6% of all compounds hit somewhere here.

SMILES	M4 antag	CHRM5 agonist	M4 ag	CRFBP-R2 block	M4 PAM	CHRM1 PAM	CHRM5 PAM	CRFR2-BP ag	CHRM5 antagonist
CCOC(=O)C1=NNC2(c3ccccc3)C(=O)N(c3cccc(Br)c3)C(=O)C12 (configuration not stated)	-18	3	-2	8	8	-1	-2	-0.4	3
O=C(c1cc2ccccc2s1)N1CCOCC1	-6	1	0	-6	25	-1	6	0.7	-11
CC(C)CCN1C(=O)c2ccc(C(=O)Nc3ccc(Br)cc3C(=O)O)cc2C1=O	-11	-2	0	33	5	4	4	-1.0	11
O=C(NCCS(=O)(=O)N1CCN(c2ccccc2F)CC1)c1c(F)cccc1F	-6	1	4	6	8	10	-2	0.9	4
COc1cc(NC(=O)CSc2nc(C)c(C)c(C)n2)cc(OC)c1	0	2	2	8	2	7	5	-0.3	4
Nc1ncc(N=Nc2cc(C(=O)O)ccc2Cl)s1	-5	4	0	4	-7	6	0	-2.7	-4
COc1cc2[nH]c(=S)n(Cc3ccc(C)o3)c(=O)c2cc1OC	4	1	3	-8	-4	7	-7	-0.6	2
Nc1nc(-c2ccc([N+](=O)[O-])cc2)cc(=O)[nH]1	-5	2	1	-15	2	10	-6	4.3	4
Cc1cc(-c2ccc(Cl)cc2)c(C#N)c(N)n1	11	4	0	-17	-7	10	1	-0.1	-1
O=C(CSC1=NCCS1)Nc1nc2ccccc2s1	5	3	4	-30	1	8	1	-2.3	3
COn1c(-c2ccc(Cl)cc2)nc2ncccc21	-5	-4	-1	-1	2	-1	3	2.1	-3
O=c1c(N2CCOCC2)c(N2CCOCC2)c1=O	7	2	10	0	-39	-6	-21	0.1	22
COc1ccc(C2C(C(=O)Nc3cc(C)on3)c3ccccc3C(=O)N2C)cc1 (configuration not stated)	-7	-1	1	11	1	2	0	1.9	-2
COc1cccc(CNC(=O)CCC2CCCN(C(=O)c3cccc(Cl)c3)C2)c1 (configuration not stated)	-1	-1	2	12	0	6	-3	-3.1	12
Cc1cccc(N2CCN(Cc3nc(-c4cccc(Oc5ccccc5)c4)oc3C)CC2)n1	-2	1	0	-2	7	12	12	-0.8	-7
Cn1c[n+](C)cc1/C=N/O	6	-1	1	23	7	1	4	-1.8	-4
O=C(CC(=O)Nc1ccc(F)cc1F)Nc1ccc(F)cc1F	9	0	13	-22	-9	-5	-10	-2.1	17
CCOc1ccc(S(=O)(=O)N2CCCC(C(=O)NCc3ccncc3)C2)cc1C (configuration not stated)	-6	-3	4	2	-4	-4	-5	-0.3	7
CCOc1ccc(N2C(=O)CC(NNc3nc4ccccc4s3)C2=O)cc1 (configuration not stated)	2	1	2	-2	9	9	-1	-0.1	-3
CC1(C)Cc2c(sc(NC(=O)C(=O)N3CCCC3)c2C#N)CO1	-4	-1	0	11	9	3	-3	1.4	-4
Cc1ccc2[nH]c3c(=O)n(CC(=O)NCCCN(C)Cc4ccccc4)ncc3c2c1	8	-6	0	-3	2	8	-2	-0.9	9
CCC(CO)Nc1ncc([N+](=O)[O-])cc1C#N (configuration not stated)	-5	0	2	-4	-3	3	2	-1.6	-4
COc1cccc(CN2CCNC(=O)C2CC(=O)N(C)C2CCCCC2)c1OC (configuration not stated)	3	-4	1	0	0	6	-4	-0.5	10
O=C(CSc1nnc(-c2cccs2)n1-c1cccc(Cl)c1)c1cccc2c1OCCO2	1	-7	1	-6	5	6	-6	1.1	-4
CCOc1ccccc1CNC(=O)c1ccccc1NC(=O)C1=CSCCO1	11	-4	-2	0	-11	5	-4	-0.2	11

(continued)
SMILES	M4 antag	CHRM5 agonist	M4 ag	CRFBP-R2 block	M4 PAM	CHRM1 PAM	CHRM5 PAM	CRFR2-BP ag	CHRM5 antagonist
CCC(C)[C@H](NS(=O)(=O)c1ccc(F)cc1Br)C(=O)OC (some centres not stated)	-6	0	1	13	-3	6	7	-3.6	-9
O=C1/C(=C/c2ccccn2)SC(=S)N1c1ccc(O)cc1	3	3	0	18	9	3	8	-0.2	-9
O=C(COc1ccc(/C=N/NS(=O)(=O)c2ccccc2)cc1)Nc1cccc(Cl)c1	22	-5	2	-8	4	1	0	1.0	2
CC(O)(CS(=O)(=O)Cc1ccccc1)C(=O)Nc1cccc(C(F)(F)F)c1 (configuration not stated)	-3	-1	3	-2	-4	7	0	-1.0	-3
O=C(NCCCCO)c1c(-c2ccccc2)oc2c1C(OCCCCCO)CCC2 (configuration not stated)	-4	1	1	.	12	.	-1	.	1
Cc1ccc(N2C(=O)CC(Cc3cccc(C)c3)C2=O)cc1 (configuration not stated)	3	-1	0	4	-9	4	-4	-3.8	-1
CN(C)S(=O)(=O)c1cccc(-c2nnc(SCc3cc(Cl)cc4c3OCOC4)n2N)c1	16	-4	2	4	12	1	0	-1.2	-6
Cc1ccc(-c2cc(C)nc3nc(N)nn23)cc1	-2	-2	-2	-33	14	1	9	-1.1	-8
COC(=O)COc1ccc2c(c1C)O/C(=C\c1ccco1)C2=O	-2	-5	0	-2	2	8	-1	3.8	14
Cc1ccc(-c2nnc(NCc3ccccc3)c3ccccc23)cc1	24	-4	-1	39	13	3	7	-0.7	10
CN(CC(=O)NCCc1ccc(Cl)cc1)S(=O)(=O)c1ccc2c(c1)c(=O)n(C)c(=O)n2C	-4	2	13	4	-9	-3	-6	-0.7	-2
O=C(Nc1cc(C(F)(F)F)ccc1N1CCCCC1)c1ccco1	7	-1	-1	23	14	10	2	-0.7	-4
CC(=O)c1ccc(OCC(=O)NCC2(N3CCCCC3)CCCCC2)cc1	-11	-19	1	1	-16	-7	-2	-0.6	3
Cc1ccc(N(CCC#N)C(=O)COC(=O)c2ccccn2)cc1	2	-2	1	20	0	0	2	-1.4	-4
CCN(CC)c1ccc(NC(=O)CCc2nnc3ccc(N4CCCCC4)nn23)c(C)c1	13	-3	1	24	-6	-7	-9	-0.5	6
C/C(=N\NC(=O)c1nc2ccccn2c1C)c1ccc2c(c1)OCO2	4	0	1	3	-2	7	-4	1.0	10
O=S(=O)(c1ccc2oc(=S)[nH]c2c1)N1CCOCC1	10	4	1	-2	4	-2	-4	-1.4	13
CC(C)(C)c1ccc(/C=N/NC(=O)CN2CCS(=O)(=O)CC2)cc1	-8	-1	2	-9	4	14	0	-0.7	-11
Cc1ccc(N(CC(=O)NC2CCCC2)C(=O)c2nsc(Cl)c2Cl)cc1	8	-5	0	-6	-1	7	0	0.5	9
CC(C)CC(=O)NCCCN1CCN(CCCNC(=O)CC(C)C)CC1	1	1	0	5	13	17	3	1.1	5
CCCNC(=O)c1ccc2c(=O)n3c(-c4ccc(C)cc4)csc3nc2c1	2	3	1	1	3	3	1	0.2	2
COc1ccc(N(C(=O)c2cnccn2)C(C(=O)NC2CCCCC2)c2cc(OC)c(OC)c(OC)c2)cc1 (configuration not stated)	-9	-1	1	-8	10	10	9	-0.1	-8
O=C(COC(=O)COc1ccccc1)Nc1ccc(Br)cc1Br	6	2	0	20	1	10	3	-2.0	12
CCOc1ccccc1NC(=O)C1C2CCC(O2)C1C(=O)O (configuration not stated)	-7	3	0	-3	3	11	14	-1.1	-11
Cc1ccc(S(=O)(=O)N(c2ccccc2)C2CCS(=O)(=O)C2)cc1 (configuration not stated)	9	-4	0	1	-2	-2	1	0.7	-4

Additional results follow:
SMILES	M4 antag	CHRM5 agonist	M4 ag	CRFBP-R2 block	M4 PAM	CHRM1 PAM	CHRM5 PAM	CRFR2-BP ag	CHRM5 antagonist
CC1CCCC(C)N1/N=C/c1ccccc1Br (configuration not stated)	-6	-2	0	20	-7	16	0	-4.6	9
CC(NCCN(C)C)C(=O)C12CC3CC(CC(C3)C1)C2 (configuration not stated)	-4	-7	1	-10	-13	6	1	0.0	3
Cc1ccc(S(=O)(=O)Nc2ccccc2[N+](=O)[O-])cc1	3	-6	2	.	-7	.	-3	.	-7
O=C(N/N=C/c1cccs1)c1cc(-c2ccncc2)nc2ccccc12	-9	0	4	16	1	-2	-4	-2.7	2
CCCCN(C)C(=O)Cc1c(OC)ccc2cc(Br)ccc12	4	-6	-2	-24	9	0	-7	-2.3	12
Cc1ccc(C)c(N2CCN(C(=S)Nc3ccc4nc(N5CCOCC5)cc(C)c4c3)CC2)c1	-5	-5	2	-11	-7	1	0	-0.9	-1
O=C(O)c1ccc(CSCc2ccccc2)o1	-14	3	1	-3	2	8	-1	3.0	17
O=c1c2ccccc2cnn1Cc1n[nH]c(=S)n1-c1ccc(F)cc1	4	-1	1	2	-2	5	-2	0.8	8
Cc1cc(C)nc(SCCCNCc2ccccc2)n1	-3	-2	1	-2	-5	7	2	-0.4	0
COc1ccc(C2NCCn3cccc32)cc1 (configuration not stated)	6	-5	0	16	3	1	-5	-2.5	-3
CCOC(=O)C1(Cc2ccc(OC)cc2)CCN(C(=O)c2cc(C)on2)CC1	3	-4	2	4	2	7	-1	-1.0	3

A draw from above in order of number of heavy atoms, rising.
SMILES	M4 antag	CHRM5 agonist	M4 ag	CRFBP-R2 block	M4 PAM	CHRM1 PAM	CHRM5 PAM	CRFR2-BP ag	CHRM5 antagonist
O=C(c1cc2ccccc2s1)N1CCOCC1	-6	1	0	-6	25	-1	6	0.7	-11
Nc1ncc(N=Nc2cc(C(=O)O)ccc2Cl)s1	-5	4	0	4	-7	6	0	-2.7	-4
O=S(=O)(c1ccc2oc(=S)[nH]c2c1)N1CCOCC1	10	4	1	-2	4	-2	-4	-1.4	13
O=C1/C(=C/c2ccccn2)SC(=S)N1c1ccc(O)cc1	3	3	0	18	9	3	8	-0.2	-9
CCCCN(C)C(=O)Cc1c(OC)ccc2cc(Br)ccc12	4	-6	-2	-24	9	0	-7	-2.3	12
COC(=O)COc1ccc2c(c1C)O/C(=C\c1ccco1)C2=O	-2	-5	0	-2	2	8	-1	3.8	14
Cc1ccc(S(=O)(=O)N(c2ccccc2)C2CCS(=O)(=O)C2)cc1 (configuration not stated)	9	-4	0	1	-2	-2	1	0.7	-4
C/C(=N\NC(=O)c1nc2ccccn2c1C)c1ccc2c(c1)OCO2	4	0	1	3	-2	7	-4	1.0	10
Cc1ccc(N(CC(=O)NC2CCCC2)C(=O)c2nsc(Cl)c2Cl)cc1	8	-5	0	-6	-1	7	0	0.5	9
CCOc1ccccc1CNC(=O)c1ccccc1NC(=O)C1=CSCCO1	11	-4	-2	0	-11	5	-4	-0.2	11
CCOc1ccc(S(=O)(=O)N2CCCC(C(=O)NCc3ccncc3)C2)cc1C (configuration not stated)	-6	-3	4	2	-4	-4	-5	-0.3	7
O=C(COc1ccc(/C=N/NS(=O)(=O)c2ccccc2)cc1)Nc1cccc(Cl)c1	22	-5	2	-8	4	1	0	1.0	2
Cc1ccc2[nH]c3c(=O)n(CC(=O)NCCCN(C)Cc4ccccc4)ncc3c2c1	8	-6	0	-3	2	8	-2	-0.9	9
CN(CC(=O)NCCc1ccc(Cl)cc1)S(=O)(=O)c1ccc2c(c1)c(=O)n(C)c(=O)n2C	-4	2	13	4	-9	-3	-6	-0.7	-2
